# CHRM4 PAM: potentiates acetylcholine response at human M4 receptor; activation, % at 3 µM; CHO-K1 hM4/Gqi5, Fluo-8 calcium fluorescence, ACh EC20; 0% = ACh EC20, 100% = maximal ACh; AID 624126; actives 0.4% (n = 360,000); P08173;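 active = activation above its plate's cutoff, the mean activation of sample wells plus 3 SD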; also: some results filed as inactive read as strong as hits
# M4 ag: CHRM4 agonism in calcium assay; P08173; actives 0.14% (n = 360,000); activation, % at 3 µM; CHO-K1 hM4/Gqi5, Fluo-8 calcium fluorescence; vehicle 0%, full acetylcholine response 100%;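 active = activation above the run mean over all test wells plus 3 SD, cut at about 32% in these data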;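 also: peak over basal fluorescence ratio per well then scaled between controls; 0% = DMSO wells and 100% = acetylcholine at EC100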
# M4 antag: blocks acetylcholine activation of human M4 receptor; CHO-hM4 cells, ACh EC80, Fluo-8 calcium fluorescence; inhibition, % at 3 µM; actives 0.73% (n = 360,000); AID 624125;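 active = inhibition above its plate's cutoff, the mean inhibition of sample wells plus 3 SD, cut at about 27% in these data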;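 also: 0% = acetylcholine EC80 with DMSO and 100% = DMSO without agonist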
# M5 PAM: positive allosteric modulators of human muscarinic M5 receptor | activation, % at 3 µM | P08912 | CHO-K1 hM5, Fluo-8 calcium, ACh EC20 PAM; 0% = ACh EC20, 100% = ACh EC100 | AID 624038 | actives 0.3% (n = 360,000);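 active = activation above the run cutoff, the mean activation of all test compounds plus 3 SD, cut at about 18% in these data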
# Target sequence (P08912 whole entry, looked up): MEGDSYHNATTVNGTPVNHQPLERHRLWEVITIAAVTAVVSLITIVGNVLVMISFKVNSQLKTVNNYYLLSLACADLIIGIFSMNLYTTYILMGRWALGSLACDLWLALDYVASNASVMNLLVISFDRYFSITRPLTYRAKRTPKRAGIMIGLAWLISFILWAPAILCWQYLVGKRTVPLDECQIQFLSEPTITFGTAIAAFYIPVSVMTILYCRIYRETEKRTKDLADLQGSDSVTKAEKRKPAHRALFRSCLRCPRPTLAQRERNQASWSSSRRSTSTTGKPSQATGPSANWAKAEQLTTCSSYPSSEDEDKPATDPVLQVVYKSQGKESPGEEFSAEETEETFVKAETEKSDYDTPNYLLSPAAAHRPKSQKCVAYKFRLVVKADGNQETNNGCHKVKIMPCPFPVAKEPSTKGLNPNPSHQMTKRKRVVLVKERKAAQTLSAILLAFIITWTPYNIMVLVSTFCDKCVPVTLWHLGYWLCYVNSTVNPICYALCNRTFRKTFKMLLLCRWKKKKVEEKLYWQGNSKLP
#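 Assay system: CHO-K1 hM5 cells / Incubation: Fluo-8 loading 80 min at 37 °C plus 30 min room temperature / Technique: Fluo-8 calcium dye fluorescence, kinetic read / Repeats: single replicate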
# CRFR2-BP ag: agonists of human CRF-binding protein/CRF-R2 receptor complex; HEK293 CRF-R2/CRF-BP, calcium dye fluorescence (FLIPR); percent of saturating CRF peptide response; activation, % at 13.2 µM; actives 0.46% (n = 350,000); AID 588473;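 active = activation of at least 50%, plus an integration ratio under a set limit after plate pattern correction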;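 also: plate controls were neutral control wells without compound for no effect and CRF at EC100 for full effect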
# CHRM1 antagonist: human CHRM1 antagonism; AID 588852; CHO-K1 hM1, Fluo-8 calcium fluorescence, ACh EC80 antagonist; inhibition, % at 3 µM; P11229; actives 1.3% (n = 360,000);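 active = percent inhibition above its own plate's cutoff, namely the mean of that plate's compound wells plus 3 SD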;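 also: peak over basal fluorescence ratio during 140 s after agonist addition; 0% = ACh EC80 plus DMSO and 100% = DMSO alone without agonist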
# Target sequence (P11229 whole entry, looked up): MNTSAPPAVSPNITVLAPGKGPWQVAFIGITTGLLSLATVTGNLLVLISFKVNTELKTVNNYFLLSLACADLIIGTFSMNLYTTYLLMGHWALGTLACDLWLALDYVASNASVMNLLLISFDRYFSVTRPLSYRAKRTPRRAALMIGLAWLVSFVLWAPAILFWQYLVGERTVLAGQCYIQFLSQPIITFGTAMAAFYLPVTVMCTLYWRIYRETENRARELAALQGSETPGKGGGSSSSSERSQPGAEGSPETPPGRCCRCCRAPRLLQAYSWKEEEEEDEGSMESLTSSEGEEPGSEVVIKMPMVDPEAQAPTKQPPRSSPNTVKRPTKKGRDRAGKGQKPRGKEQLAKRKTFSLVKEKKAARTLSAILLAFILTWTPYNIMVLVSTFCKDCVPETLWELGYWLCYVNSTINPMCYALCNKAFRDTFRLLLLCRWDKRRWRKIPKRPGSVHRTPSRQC
# CHRM5 antagonist: antagonists of human muscarinic M5 receptor (CHRM5) | P08912 | CHO-hM5 cells, Fluo-8 calcium fluorescence, ACh EC80 | inhibition, % at 3 µM | actives 0.59% (n = 360,000);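 active = inhibition above a per-plate cutoff, the mean of that plate's test compounds plus 3 SD, cut at about 27% in these data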;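 also: 0% = acetylcholine EC80 with DMSO and 100% = DMSO without agonist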
# M1 PAM: human CHRM1 positive allosteric modulation; CHO-K1 hM1, Fluo-8 calcium fluorescence, ACh EC20; 0% = ACh EC20, 100% = maximal ACh; P11229; actives 0.088% (n = 360,000); activation, % at 3 µM; in the data active = activation above about 19%, passing the limit was not always enough
# M5 ag: CHRM5 agonism in calcium assay; P08912; CHO-K1 hM5 cells, Fluo-8 calcium fluorescence; 0% DMSO wells, 100% maximal acetylcholine response; activation, % at 3 µM; actives 0.19% (n = 360,000);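 active = activation above the run's mean over test compounds plus 3 SD, cut at about 23% in these data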;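 also: signal is peak over basal fluorescence ratio across the kinetic read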
# The depositor's hits bear a star; · = not tested or not shown.
SMILES,CHRM4 PAM,M4 ag,M4 antag,M5 PAM,CRFR2-BP ag,CHRM1 antagonist,CHRM5 antagonist,M1 PAM,M5 ag
CCc1nc(C)cn1S(=O)(=O)c1cc(Br)c(C)cc1OC,7,3,-8,-2,-2.5,-23,1,-1,-3
CCOC(=O)c1nnn(-c2ccccc2C#N)c1C,6,2,0,5,-0.6,-4,-2,5,-7
CC1=C(C#N)C(c2cn(-c3ccccc3)nc2-c2cccs2)C(C#N)=C(C)N1,8,-1,-7,-3,4.2,-18,-1,-2,-1
CC(=O)Nc1ccccc1-c1ccc(C)o1,5,0,9,0,-1.2,4,-8,3,1
Cc1ccc(-n2c(C)cc(/C([O-])=C(/C(=S)Nc3ccc(F)c(Cl)c3)[n+]3ccccc3)c2C)cc1,-1,1,-1,-1,0.3,-10,5,4,0
CC(=O)N1N=C(c2ccncc2)OC12CCCCC2,2,1,3,-8,1.2,-1,4,4,-3
Cc1cc(C)c(OCC(=O)N(Cc2cccs2)C2CCS(=O)(=O)C2)c(C)c1 (stereo not given),6,3,2,1,-1.3,-2,5,10,-1
O=C(CSc1nc2nn(-c3ccccc3)c(=O)c-2c2n1CCCCC2)Nc1ccc(F)c(F)c1,-1,2,-12,-6,-0.3,-19,5,3,-1
O=C(NC(N1CCOCC1)C(Cl)(Cl)Cl)c1ccccc1Cl (stereo not given),5,1,3,12,2.5,-5,7,10,3
O=C(CCl)N(CCc1ccccc1)CCc1ccccc1,-2,1,9,-3,-0.4,17,21,3,-8
COC1(NC(=O)c2ccccc2)C(C)=CC(=O)C=C1C,6,1,-2,-3,-1.3,3,-6,2,-3
COc1ccc(C2=NN(c3nc(-c4ccccc4)c(CC(=O)O)s3)C(c3ccco3)C2)cc1 (stereo not given),-10,-1,10,-3,-1.6,0,1,2,-2
O=C(CSc1ncnc2ccccc12)NCCCO,4,0,-2,4,-1.1,-2,4,1,-1
O=C(O)CSCCCC(=O)Nc1ccc(Br)cc1,-1,0,-15,2,-0.2,0,-4,1,1
Cc1ccc(N=C2SC(C(=O)Nc3ccc(OC(F)(F)F)cc3)C(N)=C2C(=O)Nc2c(C)cc(C)cc2C)cc1 (stereo not given),-4,4,-8,-6,0.3,5,0,5,4
CCSc1nc(N2CCOCC2)c2c(c1C#N)CCCC2,6,-2,3,3,-1.0,-29,-2,1,-4
CCc1ccc(N(CC)C(=O)Cc2c(C(=O)O)n(C)c3ccccc23)cc1,2,1,-8,0,3.8,-16,0,10,-2
CCN(CC)CCCNC(=O)c1cc2c(Cl)nc3ccccc3c2s1,1,1,-17,5,0.4,-7,-2,2,-7
CCn1c(COc2ccc(C)cc2)nnc1SCc1nc2ccccc2[nH]1,-1,12,3,-6,-0.4,-14,0,1,4
CCCC(=O)NCCCc1nc2ccccc2n1C(C)C,3,0,-10,-3,-0.1,9,0,-7,-1
O=C(COc1ccccc1)N/N=C/c1ccc(O[C@@H]2O[C@H](CO)[C@@H](O)[C@H](O)[C@H]2O)cc1,-2,1,-3,3,-1.4,3,-10,2,2
O=C(O)c1cccc(CN2C(=O)SC(Nc3ccccc3)C2=O)c1 (stereo not given),7,1,-4,2,-1.1,-16,-5,5,-1
Cc1cc(=O)oc2c(C)c(OC(C)C(=O)NC(Cc3c[nH]c4ccc(O)cc34)C(=O)O)ccc12 (stereo not given),16,1,-15,9,-1.5,-18,-5,13,2
COc1ccc(S(=O)(=O)N2CCCCC2)cc1NCC(=O)Nc1ccc(C)cc1,3,2,-2,4,0.1,-2,3,6,-3
COc1cccc(N2C(=O)C3C(C2=O)C3(c2ccccc2)c2ccccc2)c1 (stereo not given),-19,3,-22,-7,-1.4,-8,1,1,0

# More entries follow:
SMILES,CHRM4 PAM,M4 ag,M4 antag,M5 PAM,CRFR2-BP ag,CHRM1 antagonist,CHRM5 antagonist,M1 PAM,M5 ag
Cc1ccc(C(=O)N2CCC3(CC2)Oc2ccc(Cl)cc2C(=O)C32CC(c3ccccc3)=NO2)s1 (stereo not given),8,2,-10,1,7.7,-18,7,12,2
CC(=O)c1c(C)n(CCO)c2ccc(O)cc12,7,1,-5,6,-1.5,-5,-4,9,3
C=CCOc1ccc(/C=C2\SC(=S)N(CCC(=O)O)C2=O)cc1,13,0,-3,17,-5.6,-11,-15,16,2
CCc1ccccc1NC(=O)CN(C)C(=O)Cn1cnc2ccc(Cl)cc2c1=O,16,1,-3,3,-2.1,-7,2,18,0
O=C(CN1C(=O)NC2(CCCC2)C1=O)Nc1ccc(Cl)cc1F,-4,2,8,0,0.5,-27,15,23,-3
Cc1cc(C)c(C(=O)C(C)OC(=O)C2=COCCO2)cc1C (stereo not given),-5,0,1,-3,0.9,-5,-6,4,-4
COC(=O)c1ccc(NC(=O)C(=O)N2CCCC2)cc1,4,-1,-4,-4,-1.9,-30,-4,8,1
CCOC(=O)c1ccc(NC(=O)C2CC3CCC2C3)cc1 (stereo not given),0,1,5,5,-0.2,-18,0,9,-5
CCN(C(=O)COC(=O)c1ccc(S(=O)(=O)N2CCCc3ccccc32)cc1)C1CCS(=O)(=O)C1 (stereo not given),-7,0,-10,-3,2.4,72*,-17,-32,-11
CC(C)CN(C(=O)COC(=O)CCSc1ccc(F)cc1)c1c(N)n(Cc2ccccc2)c(=O)[nH]c1=O,10,0,-11,-4,4.2,-26,8,10,1
CCOC(=O)[C@]12CCC=C1N(CCC1=CCCCC1)C(=O)[C@H](CC(=O)N1CCN(C(=O)c3ccco3)CC1)C2,15,1,-11,2,·,·,-2,·,1
Cc1ccccc1Nc1nc(N)nc(CN(C)c2ccccc2)n1,-2,1,9,3,1.1,-6,-8,7,-5
C=C(C)CSc1nc2c(c(=O)[nH]c(=O)n2C)n1Cc1ccccc1,-1,1,-1,-6,-2.6,-8,4,6,0
CCn1cc(C(=O)NC(C)C)c(=O)c2cc(F)c(N3CCN(C(=O)c4ccco4)CC3)cc21,-4,6,3,-5,2.6,7,2,-4,2
COc1ccc(C2C=CC(=O)CC2)c(OC)c1 (stereo not given),10,0,-14,2,·,·,-6,·,1
NC(=O)c1cc[n+](CC(=O)c2ccc(NC(=O)c3ccccc3)cc2)cc1,-2,2,-3,5,0.7,-11,-11,10,-1
CC1CCCC(NC(=O)CSC2=Nc3ccccc3C3CC=NN23)C1C (stereo not given),13,1,0,-1,-0.2,-7,-3,6,1
O=C(COC(=O)c1ccc(Br)o1)NCc1ccco1,6,0,11,0,1.5,-11,4,7,0
FC(F)Sc1ccc(NC(=S)NCC2CCCCC2)cc1,-24,7,12,-17,24,31*,40*,-16,1
COc1ccc(NC(=O)CN2CCOCC2)cc1S(=O)(=O)N1CCCCC1,2,0,-11,-1,0.6,-5,-1,5,-1
Cc1ccc(CN2CC(=O)N3[C@H]4c5ccccc5OC[C@@H]4[C@H](c4ccccc4)[C@]3(C)C2=O)cc1,4,3,-8,-3,2.5,11,-1,3,0
COc1ccc(C2=NN(C)C(=NCc3ccccc3)SC2)cc1,-9,2,4,-8,-3.0,14,5,-9,-1
COc1ccc(OC)c(S(=O)(=O)Nc2ccc(F)cc2)c1,5,1,-10,0,1.6,-10,7,11,0
CC12c3ccccc3C(c3ccccc31)C1C(=O)N(c3cccnc3)C(=O)C12 (stereo not given),8,3,-12,2,-1.7,1,-3,0,-1
COc1ccc(NC(=O)CSc2nc3ccccc3cc2Cc2ccccc2)cc1,-4,1,12,2,0.9,-17,-6,1,3

# Some values from the entries so far:
# Under CHRM1 antagonist, Cc1ccc(CN2CC(=O)N3[C@H]4c5ccccc5OC[C@@H]4[C@H](c4ccccc4)[C@]3(C)C2=O)cc1 reads 11
# Under CHRM1 antagonist, Cc1cc(C)c(C(=O)C(C)OC(=O)C2=COCCO2)cc1C (stereo not given) reads -5
# Under CHRM4 PAM, COc1ccc(C2=NN(C)C(=NCc3ccccc3)SC2)cc1 reads -9

# (cont.)
SMILES,CHRM4 PAM,M4 ag,M4 antag,M5 PAM,CRFR2-BP ag,CHRM1 antagonist,CHRM5 antagonist,M1 PAM,M5 ag
Cc1c(-c2ccc(Br)cc2)[n+](=O)c2c(n1[O-])CCCCC2,2,1,4,2,-1.5,-10,0,7,0
O=C1CC(c2ccccc2)c2ccc(O)cc2O1 (stereo not given),7,2,2,-6,-4.6,-2,8,4,2
CC1CCN(CCCNC(=O)CCNC(=O)Cn2cnc3ccccc3c2=O)CC1,-4,0,-14,-2,0.4,-18,11,13,-5
CC(C)(O)c1cc2ccc(C#Cc3ccsc3)cc2c(=O)o1,3,2,-3,3,1.0,-2,3,-3,1
CCn1c(COc2ccccc2)nnc1SCC(=O)NC1CCCCC1,1,1,6,-1,-0.8,-8,1,6,1
C=CCN1C(=O)N(c2ccccc2)C(=O)C1CC(=O)Nc1ccc(OC)cc1 (stereo not given),0,0,-6,6,-1.1,-8,0,11,0
CC(C)(C)c1ccc(C(=O)NN2CCOCC2)cc1,-4,1,2,-3,-1.5,-8,5,7,-5
O=C(NCCO)c1cc2ccccc2cc1O,8,0,-18,-4,1.7,-10,11,12,-2
COc1ccc(OC)c(CC(NC(C)=O)C(=O)NC2CCN(c3nc(OC)nc(OC)n3)CC2)c1 (stereo not given),10,3,7,2,-4.2,-8,7,8,1
Nc1nc(SCc2cccc(Br)c2)n[nH]1,4,0,-9,3,-2.0,-12,7,8,-7
COc1ccc(NC(=O)C(=O)NCC2CCCN2S(=O)(=O)c2ccc(C)cc2)cc1 (stereo not given),3,6,-4,-2,·,6,10,-5,1
C[C@@]12CCC=C[C@H]1[C@H](c1ccoc1)N(Cc1ccccc1)C2=O,5,1,-1,0,0.5,-8,5,8,-3
COc1ccccc1C(=O)NNC(=O)Cc1ccccc1,-3,1,10,2,0.2,-15,10,8,0
COc1cccc(CNC(=O)[C@@H]2CCCN2C(=O)[C@H]2CCCCN2C(=O)c2cccc3ccccc23)c1,11,7,-9,-9,·,·,6,·,1
CCCS(=O)(=O)N1CCC(C(=O)N2CCc3ccccc3C2)CC1,-1,1,21,2,-1.2,-5,-6,4,2
O=C(NCCc1ccc(F)cc1)N1CCOCC1,4,1,-3,-2,-0.3,-10,0,7,-1
COc1ccc(OCCSc2nnc(CC(=O)Nc3cccc(Cl)c3Cl)n2C)cc1,0,12,-2,-9,-0.5,5,6,-5,5
CCc1cccc(CC)c1NC(=O)C(NS(=O)(=O)c1cccs1)c1ccccc1 (stereo not given),0,1,-1,-2,-0.9,-3,9,7,1
Cc1cc(=O)n2nc(N3CCCC(C(=O)NCc4ccccc4)C3)sc2n1 (stereo not given),3,1,2,1,-1.7,-14,3,9,-2
COc1ccc2c(c1OC)C(=O)OC2Nc1ncccc1C (stereo not given),3,0,5,0,0.1,-36,-6,6,0
CCOC(=O)C1CCN(C(=O)c2cccc(S(=O)(=O)N3CCCc4ccccc43)c2)CC1,3,8,4,-5,3.1,-16,7,9,-4
CCCCN(C(=O)c1ccc2c(c1)OCO2)c1ccccc1,-8,-1,-1,-8,0.3,-4,3,4,-10
CC(C)C(=O)NC(c1cccc([N+](=O)[O-])c1)c1ccc2cccnc2c1O (stereo not given),1,0,-3,1,-0.1,-8,-3,1,-12
COc1ccc(OC)c(NC(=O)COC(=O)c2nc(Cl)ccc2Cl)c1,1,2,-3,4,0.6,-7,-15,8,0
